From PubChem BioAssay
STAT3 act – IL-6 driven STAT3 reporter potentiators, primary screen, U3A cells, luciferase, luminescence, MLSCN library. activation (% of control), % at 5.6 µM. 190,000 tested, 0.91% active. IL-6 STAT3-luciferase reporter; 100% = signal with IL-6 EC80 alone;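 active = activation above the screen-wide mean of compound activation plus 3 SD, cut at about 130% in these data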;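 note: 0% = background luminescence of wells with medium and substrate only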
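System – human U3A cells carrying STAT3-luciferase construct · Probe or stimulus – Interleukin-6, 33 ng/mL · Schedule – compound 1 h, then IL-6 6 h at 37 °C · Signal – luminescence from STAT3-driven luciferase reporter · Evaluation – percent of IL-6-only median luminescence · Benchmarks – IL-6-only high control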
RAM network inh – inhibitors of the yeast RAM network, primary screen, dse1pr::URA3 reporter, 5-FOA selection | S. cerevisiae dse1pr::URA3 reporter, 5-FOA growth OD615, 2 d; analog-sensitive cbk1-as2 kinase mutant strain | 190,000 tested, 1.8% active | AID 868, 2007 | inhibition, % at 50 µM;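 active = inhibition above a set limit, 3 SD over mean compound inhibition, cut at about 8.4% in these data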;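 note: 0% = DMSO-only wells with no growth and 100% = 10 µM 1-NA-PP1 full growth; inhibition rescues growth on 5-FOA so higher OD means more RAM inhibition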
PPARg SRC-3 ag – PPARgamma agonists recruiting SRC-3 coactivator, primary screen, biochemical; AID 731, 2007; activation, % at 8 µM; Peroxisome proliferator-activated receptor gamma (Homo sapiens), P37231; biochemical PPARgamma/SRC-3 coactivator recruitment assay; 200,000 tested, 0.26% active; in the data active = activation above about 23%;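 note: 0% = DMSO and 100% = reference agonist; some compounds past the cut are filed as inactive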
TR-FRET SRC-2 ct – TR-FRET signal artefacts, primary screen, artefact control for PPARgamma SRC-2 agonist project, biochemical | TR-FRET artefact counter-screen; stronger effect = higher value | TR-FRET ratio at 8 µM | 200,000 tested, 0.4% active; in the data active = TR-FRET ratio above about 2000; note: inactives centre near 1500
PPARg SRC-1 ag – PPARgamma agonists recruiting SRC-1 coactivator, primary screen, biochemical; activation, % at 8 µM; Peroxisome proliferator-activated receptor gamma (Homo sapiens), P37231; 200,000 tested, 0.41% active; PPARgamma-SRC-1 coactivator recruitment biochemical assay; AID 631, 2007; in the data active = activation above about 19%;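 note: 0% = DMSO and 100% = reference agonist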
STAT3 blocker – IL-6 driven STAT3 reporter inhibitors, primary screen, U3A cells, luciferase, luminescence, MLSCN library; IL-6 STAT3-luciferase reporter; host cell line lacks STAT1; inhibition, % at 5.5 µM; 190,000 tested, 0.89% active; AID 862, 2007;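 active = inhibition above the mean inhibition across all screened compounds plus 3 SD, cut at about 44% in these data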;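 note: 0% = DMSO only wells and 100% = 100 µM nifuroxazide control wells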
STAT1 blocker – STAT1 signaling inhibitors, primary screen, cell-based, HTS, luciferase reporter. NIH 3T3 STAT1-luciferase reporter, IFN-gamma, luminescence. inhibition, % at 5.5 µM. 200,000 tested, 0.35% active;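 active = inhibition above a set limit, the mean inhibition across all tested compounds plus 3 SD, cut at about 34% in these data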;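 note: 0% = IFN-gamma with DMSO and 100% = IFN-gamma with 300 µM nifuroxazide; values of inactives mirror those of a sister screen read the other way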
PPARg SRC-2 ag – agonists of PPARg-SRC-2 recruitment, primary screen, biochemical, HTS; Peroxisome proliferator-activated receptor gamma (Homo sapiens), P37231; PPARgamma LBD-SRC-2 recruitment; activation, % at 8 µM; 200,000 tested, 0.34% active; AID 1032, 2008; in the data active = activation above about 22%;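 note: 0% = vehicle and 100% = reference agonist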
S1P3 antag – S1P3 receptor antagonists, primary screen, cell-based | 170,000 tested, 0.27% active | inhibition, % at 4.98 µM | CHO S1P3 NFAT-BLA reporter, FRET fluorescence, antagonist mode;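 active = inhibition above the plate cutoff, the mean inhibition of test wells on that plate plus 3 SD, cut at about 28% in these data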;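 note: cells challenged with S1P at its EC80 of 0.8 µM; blue over green emission ratio from cleaved BLA substrate after 4 h stimulation; 0% = S1P-stimulated wells and 100% = unstimulated DMSO-only wells; some compounds past the cut are filed as inactive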
Target sequence (Q99500 whole entry, looked up): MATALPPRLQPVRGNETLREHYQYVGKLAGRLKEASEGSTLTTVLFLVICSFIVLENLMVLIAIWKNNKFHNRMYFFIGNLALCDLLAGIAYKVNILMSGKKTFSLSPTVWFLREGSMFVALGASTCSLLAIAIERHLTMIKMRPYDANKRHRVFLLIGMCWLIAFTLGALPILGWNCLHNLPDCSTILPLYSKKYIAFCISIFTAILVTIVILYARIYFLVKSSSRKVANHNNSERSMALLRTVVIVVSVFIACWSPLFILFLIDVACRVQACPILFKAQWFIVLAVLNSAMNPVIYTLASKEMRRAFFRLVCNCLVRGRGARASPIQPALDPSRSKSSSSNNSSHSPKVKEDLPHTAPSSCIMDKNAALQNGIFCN
ROMK primary – ROMK potassium channel modulators, primary screen, cell-based, thallium flux, MLSMR library | Tet-inducible ROMK, thallium flux fluorescence; actives lie on both sides | B-score at 10 µM | 130,000 tested, 2% active | AID 1918, 2009;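 active = signal ratio slope over the read window, or its plate-corrected B-score, at least 3 SD from the plate mean, either direction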;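 note: B-score of the F/F0 ratio slope over 7 to 12 s after thallium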
Target sequence (P48048 whole entry, looked up): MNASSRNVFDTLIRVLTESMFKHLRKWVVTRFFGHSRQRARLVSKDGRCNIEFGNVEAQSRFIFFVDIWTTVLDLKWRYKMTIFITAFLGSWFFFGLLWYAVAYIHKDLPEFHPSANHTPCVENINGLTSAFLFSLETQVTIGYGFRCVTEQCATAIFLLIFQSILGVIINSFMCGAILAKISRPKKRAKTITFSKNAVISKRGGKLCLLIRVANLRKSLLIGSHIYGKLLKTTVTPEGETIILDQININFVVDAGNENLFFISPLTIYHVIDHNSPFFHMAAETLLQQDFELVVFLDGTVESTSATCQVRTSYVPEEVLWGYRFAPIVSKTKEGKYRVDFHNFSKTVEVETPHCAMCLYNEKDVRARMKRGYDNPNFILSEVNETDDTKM
TLR4-MyD88 BLA – inhibitors of TLR4-MyD88 association in cells, primary screen, cell-based, HeLa CL3-4, BLA complementation, FRET ratio; Toll-like receptor 4 (Homo sapiens) + Myeloid differentiation primary response protein …; HeLa CL3-4 TLR4/MyD88 BLA complementation; inhibition, % at 8.4 µM; 200,000 tested, 0.18% active; in the data active = inhibition above about 25%;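 note: 0% = vehicle and 100% = reference inhibitor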
* hit, by the source's call; nt = not tested or not shown.

SMILES	STAT3 act	RAM network inh	PPARg SRC-3 ag	TR-FRET SRC-2 ct	PPARg SRC-1 ag	STAT3 blocker	STAT1 blocker	PPARg SRC-2 ag	S1P3 antag	ROMK primary	TLR4-MyD88 BLA
Cc1ccc(S(=O)(=O)NCC(=O)N(CC(=O)NCC2CCCO2)Cc2ccccc2)cc1 (stereo unspecified)	102	-0.3	6	1559	2	3	12	-1	-7	nt	-3
Cc1[nH]n(-c2ccccc2)c(=O)c1N=Nc1cccc(S(=O)(=O)N2CCOCC2)c1	94	4.3	-1	1591	12	2	-5	4	6	nt	-11
O=C(/C=C/c1ccc(Cl)cc1Cl)N(Cc1ccc(Cl)cc1)C1CCS(=O)(=O)C1 (stereo unspecified)	93	5.7	3	1604	-1	6	-1	1	1	-1.3	-10
O=C(CCN1C(=O)/C(=C/c2cccs2)SC1=S)NC1=NCCS1	107	4.6	-1	1475	4	-2	5	0	1	nt	-4
O=C(NNc1ncnc2c1cnn2-c1ccc(F)cc1)c1cccs1	94	0.5	3	1697	-12	15	5	3	6	1	-10
COC(=O)C1=C(C)N(CC2CC2)C(=O)N[C@H]1c1ccc(Br)cc1	94	1.9	2	1333	-3	4	-8	-9	1	-0.65	-13
Cn1c(/C(C#N)=C(\O)c2ccc([N+](=O)[O-])cc2)nc2ccccc21	78	3.7	3	1794	9	30	-6	12	-10	-0.037	-3
O=C(Cc1cccs1)Nc1cccc(-c2nc3ccccc3o2)c1	91	3.1	-2	1547	-4	12	3	0	nt	nt	0
O=C1c2ccccc2C(=O)N1OCc1ccccc1[N+](=O)[O-]	99	1.7	-6	1533	2	6	-8	6	-11	-0.17	1
Cc1ccc2nc(-c3ccc(N4C(=NC(=O)CCC(=O)O)SC5CS(=O)(=O)CC54)cc3)sc2c1 (stereo unspecified)	104	1.5	1	1524	2	-5	-38	-5	-11	nt	3

An excerpt from above in order of their number in TLR4-MyD88 BLA, falling:
SMILES	TLR4-MyD88 BLA
O=C1c2ccccc2C(=O)N1OCc1ccccc1[N+](=O)[O-]	1
O=C(/C=C/c1ccc(Cl)cc1Cl)N(Cc1ccc(Cl)cc1)C1CCS(=O)(=O)C1 (stereo unspecified)	-10
COC(=O)C1=C(C)N(CC2CC2)C(=O)N[C@H]1c1ccc(Br)cc1	-13

More records:
SMILES	STAT3 act	RAM network inh	PPARg SRC-3 ag	TR-FRET SRC-2 ct	PPARg SRC-1 ag	STAT3 blocker	STAT1 blocker	PPARg SRC-2 ag	S1P3 antag	ROMK primary	TLR4-MyD88 BLA
Cc1onc(-c2ccccc2Cl)c1C(=O)NC(=S)Nc1ccccc1F	96	11*	0	1552	-4	12	4	0	-8	-1.3	-9
COc1ccc2cc(C(c3nnnn3CCc3ccccc3)N3CCCC(C)C3)c(=O)[nH]c2c1 (stereo unspecified)	107	0.3	-5	1532	3	-5	4	-4	7	-1.7	-8
COc1ccc(CNC(=O)c2cnc3cc(C)ccn3c2=O)cc1	103	4.0	1	1700	2	1	-4	5	nt	nt	10
O=C1c2ccccc2NC(c2cccnc2)N1c1ccccc1F (stereo unspecified)	101	1.4	-2	1655	-6	-4	0	-2	-9	0.4	-16
Cc1cccc(C)c1NC(=S)N1CCC(N(C)CC2CCCO2)CC1 (stereo unspecified)	104	1.1	2	1466	4	1	-3	2	nt	0.009	-13
CCOc1ccc(C(c2c(NC(=O)c3ccccc3)sc(C)c2C)N2CCN(C)CC2)cc1 (stereo unspecified)	101	4.8	-4	1595	5	-6	1	12	-5	nt	-1
Cc1cc(O)c(NC(=S)NC(=O)c2ccc(-c3ccc(Cl)cc3)o2)cc1C	101	3.6	3	1467	3	8	-19	-1	nt	nt	4
COc1cccc(OC)c1C(=O)Nc1nnc(C(C)C)s1	100	0.5	6	1437	1	1	-4	6	-24	-0.72	-2
O=C(CCCn1c(=S)[nH]c2cc3c(cc2c1=O)OCO3)N1CCN(c2ccccn2)CC1	101	2.0	1	1495	3	-1	18	9	nt	nt	-2
COC(=O)c1cccc(S(=O)(=O)N2CCCCC2)c1	101	0.0	4	1741	8	4	-2	9	2	nt	6
COc1ccccc1NC(=O)NC1(C(=O)N2CCC(O)CC2)CCCCC1	102	1.1	-3	1405	0	1	10	5	-30	-5*	-3
Cc1ccccc1NC(=O)c1cccc2nccnc12	105	4.7	3	1684	7	0	0	2	-17	nt	5
CC(C)CCNC(=O)C(Cc1ccccc1)NS(=O)(=O)c1ccc2c(c1)c(=O)n(C)c(=O)n2C (stereo unspecified)	97	2.5	2	1639	10	12	7	5	nt	nt	5
COc1cc(/C=C(/Sc2nnc(-c3ccc(F)cc3)o2)C(=O)O)ccc1OC(F)F	101	5.4	0	1393	3	0	-12	5	-6	-11*	1
Cc1nnc(SCC(=O)N2CC(=O)Nc3ccccc32)n1Cc1ccccc1	109	0.4	4	1405	-2	-7	0	-11	nt	nt	-9
Cc1ccc(S(=O)(=O)NCc2ccc3c(c2)cc(C)n3C)cc1	95	12*	2	2007*	8	15	-4	6	nt	nt	-4
CC(C)NS(=O)(=O)c1ccc(CCC(=O)NCc2ccc3c(c2)OCO3)cc1	104	2.2	10	1546	-5	-1	-1	0	nt	nt	1
O=C(NCCNc1ccc([N+](=O)[O-])cc1C(F)(F)F)c1cccc(F)c1	96	2.8	1	1399	6	4	9	2	24	nt	-1
COc1ccc(NC(=O)c2oc3ccccc3c2NC(=O)c2ccco2)cc1	76	0.8	-6	1592	-3	33	-8	7	1	nt	6
O=C(NCCO)/C(=C\c1ccco1)NC(=O)c1cccs1	104	1.5	5	1691	0	2	-7	1	-20	-0.36	-4
COc1ccc(S(=O)(=O)N2CCOC2CNC(=O)C(=O)NCCc2ccc(OC)c(OC)c2)cc1 (stereo unspecified)	92	0.8	5	1594	0	7	18	14	7	0.43	1
O=c1oc2ccccc2cc1C1=Nn2c(nnc2-c2cccnc2)SC1	95	-0.6	-2	1627	-1	11	-2	0	-20	0.011	2
Cc1c(Cc2ccccc2)sc(NC(=O)C(C)(C)C)c1C(N)=O	103	4.1	2	1382	-6	3	-5	2	8	-0.9	2
CCCC(=O)Nc1ccc(N2CCCCC2)cc1	104	1.5	5	1638	6	4	-12	7	-7	nt	6
O=C(CSc1n[nH]c(=O)[nH]c1=O)N/N=C/c1ccccc1	98	2.8	4	1698	9	2	6	20	-13	0.96	-4
COc1ccc(Nc2nc(-c3cccc([N+](=O)[O-])c3)nc3ccccc23)c(OC)c1	96	2.0	1	1506	-4	1	0	2	-16	nt	8
COc1cc(OC)cc(C(=O)N/N=C/c2ccc(OC)c(COc3ccc4ccccc4c3)c2)c1	82	3.1	4	1608	4	28	-3	9	nt	-0.48	6
O=C1NC(=O)C2(COC3(CCCC3)OC2)S1	103	-0.1	4	1541	2	0	2	-4	-18	0.19	4
O=C(Nc1cccn(Cc2c(Cl)cccc2Cl)c1=O)c1c(Cl)cccc1Cl	90	2.8	3	1531	9	18	0	3	nt	nt	5
COc1ccc(CN(C(=O)c2ccccc2OC)C2CCS(=O)(=O)C2)cc1 (stereo unspecified)	104	1.4	-7	1599	-3	-1	10	-1	-21	-0.026	3
CCn1c(SCC(=O)c2ccc(Cl)s2)nnc1-c1cccs1	101	1.8	-9	1593	9	2	-8	10	-44	nt	17
Cc1cccc(-n2nc(C(=O)Nc3ccccc3)n3c(=O)cc(-c4ccccc4)nc23)c1	84	6.7	15	1643	0	24	-7	2	nt	-0.08	12
O=C(NC1CC2CCCC(C1)N2S(=O)(=O)c1ccccc1)c1ccccc1 (stereo unspecified)	102	0.0	3	1513	6	0	-2	4	12	nt	-3
CCn1c(COc2cccc3cccnc23)nnc1SCC(=O)OC	103	0.4	2	1504	0	2	-4	-3	9	-0.38	6
O=C(CSc1nnc(-c2ccncc2)o1)NCc1ccccc1	97	-0.5	-3	1521	-9	3	3	-5	-1	1.7	5
O=C(O)/C=C/c1cn(Cc2ccccc2)nc1-c1ccc(Cl)cc1	106	4.1	4	1601	4	-6	1	2	-7	0.24	-10
O=C(O)CN(Cc1ccccc1)S(=O)(=O)c1ccc2c(c1)OCCO2	97	-0.1	-2	1777	2	10	-1	8	-2	nt	6
CN(NC(=O)COc1ccccc1)C1=NS(=O)(=O)c2ccccc21	92	1.3	-2	1558	3	14	4	6	-13	0.065	8
FC(F)Oc1ccc(/C=N/NC(=S)Nc2cc(C(F)(F)F)ccc2Cl)cc1	99	4.9	3	1481	5	3	-3	9	-22	0.3	-4
Cc1onc(-c2ccccc2)c1C(=O)Nc1ccc2c(c1)OCCO2	86	4.1	-2	1748	4	22	13	4	2	0.017	-4
CCOC(=O)c1ccc2c(c1)nc(-c1ccc(F)cc1)c1nccn12	101	2.4	-4	1589	-2	2	6	6	1	0.73	-3
N#Cc1c2c(c(-c3ccccc3)[nH]c1=O)CCCC2	99	3.1	1	1620	10	6	0	11	nt	nt	-22
CCOc1ccccc1N1CCN(Cc2c(C)n(C)n(-c3ccccc3)c2=O)CC1	97	0.7	2	1481	-3	8	3	6	-1	0.32	-5
CCCC(C)n1[nH]c(=O)cc1N (stereo unspecified)	100	3.0	3	1493	10	4	0	3	nt	nt	12
CCOc1cccc(/C=C2/NC(=O)N(CC(=O)Nc3cccc(C)c3)C2=O)c1O	101	2.5	1	1517	10	0	0	4	-5	0.82	16
Cc1cccc(C)c1OCC(=O)Nn1c(COc2ccccc2)nc2ccccc2c1=O	109	1.5	-2	1630	-2	-11	7	5	nt	0.53	-2
Cc1ccc(C(=O)O)cc1N1C(=O)CCCC1=O	98	0.1	-5	1434	-4	5	-11	-2	6	0.025	-11
CN(C#N)c1nc(N2CCOCC2)nc(N2CCOCC2)n1	95	nt	4	1541	5	8	7	-2	1	nt	7
CCOC(=O)c1sc(NC(=O)CCSC)nc1C	93	2.1	7	1530	2	13	9	0	-4	nt	12
C/[N+]([O-])=C/c1c(OCc2ccc(Cl)cc2Cl)ccc2ccccc12	138*	3.2	-1	1500	2	-31	-13	-7	-18	0.073	2
Cc1ccccc1C(O)c1cccnc1 (stereo unspecified)	99	1.8	1	1520	9	6	-4	0	-7	0.34	-3
Cc1cc(NC(=O)CSc2nccn2-c2ccc(Cl)cc2)no1	93	0.0	10	1589	0	11	3	19	-17	nt	-6
N#Cc1c[nH]n2c(=O)c3c(nc12)CCCC3	100	1.5	3	1577	-4	9	-3	-2	nt	nt	15
